GLP1R cytotox – qHTS of GLP-1 Receptor Inverse Agonists: Cytotox Screen; 410,000 compounds, 0.13% hits; HEK293 cAMP-luciferase reporter cells, luminescence, 24 h; AID 624418, 2012; Potency, µM (doses to about 38.3 µM), inactives show at the top dose activity change, negative = inhibition, actives largely listed as inhibitors;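 also: loss of luciferase light is scored as toxicity; potency is read from the fitted curve at half-maximal effect; % is scaled to controls: 0 for no effect and ±100 for the full control effect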
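To flag toxic compounds, the library was rerun on cells for 24 hr at 37 deg C and 5% CO2. Viability-linked luminescence was captured 12 min after adding luciferase detection reagent.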
KB-3-1 tox – qHTS assay for MDR1-selective chemotherapeutics: Primary screen using the parental adenocarcinoma cell KB-3-1; AID 1347075, 2019; 400,000 compounds, 1.4% hits; Potency, µM (highest dose often 46.1 µM), inactives show at the top dose activity change, negative = cytotoxic, most hits filed as cytotoxic; KB-3-1 viability, CellTiter-Glo ATP luminescence, 72 h; also: potency is read from the fitted curve at half-maximal effect; % is scaled to controls: 0 for no effect and ±100 for the full control effect; nearly all actives have a fitted effect of over 60% in size
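Cytotoxicity measured as CellTiter-Glo luminescence after 72 h at 37 C. Compound titrations were pinned onto drug-naive KB-3-1 parental adenocarcinoma cells grown in DMEM with 10% FBS, and normalized data fitted to concentration-response curves.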
HT1080-NT tox – qHTS for induction of synthetic lethality in tumor cells producing 2HG: qHTS for the HT-1080-NT fibrosarcoma cell line. 360,000 compounds, 1.6% hits. AID 686970, 2013. HT-1080-NT fibrosarcoma viability, CellTiter-Glo ATP luminescence, 48 h. Potency, µM (highest dose often 46.1 µM), inactives show top-dose activity, negative = less viability, hits mostly cytotoxic;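 also: NT is the 2HG producing partner of a matched IDH1 knockdown line; potency is read from the fitted curve at half-maximal effect; 0% = DMSO-treated cells and -100% = media-only wells without cells; nearly all actives have a fitted effect of over 55% in size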
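A 48-hour cytotoxicity screen used HT-1080-NT cells plated 2 hours before compound delivery. ATP-based CellTiter-Glo luminescence measured viability, normalized to DMSO and no-cell controls.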
IL1B secr inh – qHTS for Inhibitors of Inflammasome Signaling: IL-1-beta AlphaLISA Primary Screen; THP-1 LPS/ATP IL-1B secretion, AlphaLISA, 16 h; stronger effect = lower value; activity change, % at 57.5 µM; 360,000 compounds, 4.7% hits; AID 743279, 2014; in the data active = activity change below about -50%; inconclusive = mostly about -30% to -49%; also: % is scaled to controls: 0 for no effect and ±100 for the full control effect
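THP-1 cells pretreated 1 hr with compounds (up to 57.5 uM final), then stimulated with LPS (250 ng/mL final) plus ATP (1.25 mM final); secreted IL-1B measured by AlphaLISA after 16 hr, decreased signal indicating inhibition.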
DRD3 agonist – qHTS of D3 Dopamine Receptor Agonist: qHTS; D(3) dopamine receptor (Homo sapiens), P35462; D3R DiscoveRx beta-arrestin cells, luminescence, 90 min; AID 652048, 2013; max activation, %; 410,000 compounds, 0.58% hits; in the data active = max activation above about 30%; also: 0% is about no effect; mostly tested at two doses, the higher about 12 µM
Target sequence (P35462 whole entry, looked up): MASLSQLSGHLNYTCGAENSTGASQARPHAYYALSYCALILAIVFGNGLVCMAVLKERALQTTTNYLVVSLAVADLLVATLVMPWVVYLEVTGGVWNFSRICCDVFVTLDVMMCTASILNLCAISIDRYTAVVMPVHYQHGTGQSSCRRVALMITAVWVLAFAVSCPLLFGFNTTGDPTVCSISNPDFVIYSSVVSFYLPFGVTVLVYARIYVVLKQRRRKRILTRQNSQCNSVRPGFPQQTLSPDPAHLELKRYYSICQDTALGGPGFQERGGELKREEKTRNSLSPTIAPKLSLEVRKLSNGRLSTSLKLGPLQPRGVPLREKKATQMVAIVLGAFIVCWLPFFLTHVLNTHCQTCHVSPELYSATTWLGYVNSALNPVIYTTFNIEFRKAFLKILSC
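Agonist-mode cell screen: cells plated at 1500/well and incubated overnight at 37 °C, then exposed to library compounds for 90 min at 37 °C. Detection reagent was added for 30–60 min at room temperature, and luminescence was read.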
HT1080 IDH1KD tx – qHTS for induction of synthetic lethality in tumor cells producing 2HG: qHTS for the HT-1080-IDH1KD cell line | HT-1080 IDH1 knockdown viability, ATP luminescence, 48 h | 360,000 compounds, 2% hits | Potency, µM (doses to about 46.1 µM), inactives show at the highest dose activity, negative = toxicity, most hits filed as cytotoxic;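 also: potency is read from the fitted curve at half-maximal effect; 0% = DMSO wells and -100% = cell-free medium wells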
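Luminescent ATP read-out (CellTiter-Glo, 10 min at room temperature) after 48 h compound exposure at 37 °C gave viability of IDH1-knockdown HT-1080 cells. Activity was normalised to DMSO and cell-free wells, then fitted as concentration-response curves.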
KB-V1 MDR tox – qHTS assay for MDR1-selective chemotherapeutics: Primary screen using the drug-selected MDR subline cells KB-V1 | KB-V1 MDR cells viability, CellTiter-Glo, 72 h | Potency, µM (series often up to 46.1 µM), inactives show at the top dose activity change, negative = cytotoxicity, usual class: cytotoxic | 400,000 compounds, 3.4% hits; also: potency is read from the fitted curve at half-maximal effect; % is scaled to controls: 0 for no effect and ±100 for the full control effect; nearly all actives have a fitted effect of over 60% in size
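Drug-selected KB-V1 cells, grown in DMEM lacking phenol red with 10% FBS, receive compound titrations; after three days at 37 degrees C, surviving cell ATP is quantified by CellTiter-Glo luminescence and responses normalized and curve-fitted.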
MCF10A rereplic – A quantitative high throughput screen for small molecules that induce DNA re-replication in MCF 10a normal breast cells; MCF 10A DNA re-replication, Hoechst nuclear intensity, 48 h; Potency, µM (highest dose often 46.1 µM), for the others: at the highest dose activity, positive = re-replication, actives largely listed as activators; 350,000 compounds, 2.9% hits; AID 624296, 2012; also: potency is read from the fitted curve at half-maximal effect; % of control where 0% means no effect; nearly all actives have a fitted effect of over 50% in size
SW480 rerep – A quantitative high throughput screen for small molecules that induce DNA re-replication in SW480 colon adenocarcinoma cells; SW480 DNA re-replication, Hoechst DNA content imaging, 48 h; Potency, µM (doses to about 46.1 µM), for the others: top-dose re-replication activation, hits mostly activators; 340,000 compounds, 1.8% hits; AID 624297, 2012; also: potency is read from the fitted curve at half-maximal effect; % of control where 0% means no effect; nearly all actives have a fitted effect of over 55% in size
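Cells (250 per well) received 23 nL compound or DMSO by pin tool and were kept 48 hr at 37 C, 5% CO2. Nuclei were then stained with Hoechst for 40 min and scanned for DNA content.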
The depositor's hits bear a star; ? = inconclusive; . = not tested or not shown; [ ] = remark or other dose. Unless noted, calls follow the shape of the dose curve; as a rule, active = well fitted curve in the direction sought with a large enough effect; inconclusive = small, poorly fitted or top-dose-only effect, or another doubt; inactive = no such curve, though single readings can be large; an effect the other way counts as inactive or inconclusive.

SMILES | GLP1R cytotox | KB-3-1 tox | HT1080-NT tox | IL1B secr inh | DRD3 agonist | HT1080 IDH1KD tx | KB-V1 MDR tox | MCF10A rereplic | SW480 rerep
COc1ccc(NC(=O)C(Sc2nnc(-c3ccncc3)n2-c2ccccc2C)c2ccccc2)cc1Cl (stereo not given) | 4% | ? | -15% | -12 | -14 | -24% | ? | -7% | -6%
CC(=O)N1CCN(Cc2cc(=O)oc3cc(C)c(C)cc23)CC1 | 1% | 0% | 3% | -19 | -4 | -2% | -8% | . | .
CCOc1ccc(NCc2ccccc2OCc2cccc(F)c2)cc1 | -25% | ? | ? | -54* | -9 | ? | ? | ? | ?
Oc1ccccc1-c1nc(/C=C/c2ccccc2Cl)nn1-c1ccccc1 | 32% | -4% | . | . | 4 | . | -30% | . | .
C/C(=N/NC(=O)c1cccs1)c1ccc(N2CCOCC2)cc1 | -3% | -4% | -3% | -5 | -12 | 0% | -14% | -2% | 0.52µM*
CCOC(=O)[C@H]1[C@H]2COc3ccc(Cl)cc3[C@@H]2N2C(=O)c3cc(OC)ccc3NC(=O)[C@@]12C | ? | ? | -8% | -27 | 6 | -13% | -2% | 4% | 15%
O=C(Nc1cccc2ncccc12)c1cccnc1 | 6% | 1% | 0% | 28 | 6 | 2% | -4% | -1% | ?
O=[N+]([O-])c1ccc(N=NN(CCO)CCO)cc1 | ? | -3% | 1% | 6 | -2 | -1% | -1% | 10% | 23µM*
CC(Nc1oc(-c2ccc(COc3ccc(Cl)cc3)o2)nc1C#N)c1ccccc1 (stereo not given) | -10% | -10% | . | . | 5 | . | 7% | . | .
CCOC(=O)Cn1c(=O)n(-c2ccccc2OC)c2nc(-c3ccccc3)nc(C(N)=O)c21 | -6% | 12% | . | . | 4 | . | ? | . | .
CCN=c1scc(-c2cccs2)n1/N=C/c1cc(OC)ccc1O | -28% | 18µM* | -17% | -62* | 10 | -25% | ? | 5.8µM* | ?
OC(COc1ccc2c(c1)OCO2)CN1CCN(c2ccccc2)CC1 (stereo not given) | 0% | -1% | 13% | -26 | 14 | -7% | ? | -4% | -8%
CC(=O)Nc1sc(C)c(C)c1C(=O)OCC(=O)Nc1ccccc1C(F)(F)F | -15% | ? | 3% | 1 | 7 | 1% | ? | . | .
CCOc1cc2[nH]c(=S)n(CC3CCCO3)c(=O)c2cc1OCC (stereo not given) | 0% | ? | 1% | ? | 24 | 4% | 12µM* | ? | 0%
COc1ccc(CCNC(=O)C2CCN(c3ccc(N4CCOCC4)nn3)CC2)c(OC)c1 | 0% | -12% | 0% | -9 | -2 | 0% | 1% | -1% | -8%
CCNC(=O)CN(c1ccc(C)cc1)S(=O)(=O)c1ccccc1 | 2% | 18% | 6% | -9 | 0 | 3% | -2% | -2% | 3%
CCOC(=O)N/N=C\c1ccc(-c2cc(Cl)ccc2Cl)o1 | -11% | -13% | -22% | 45 | 2 | -25% | -23% | ? | -17%
Cc1cc(=O)oc2cc(NC(=O)C3CC(=O)N(Cc4ccccc4)C3)ccc12 (stereo not given) | 6% | 0% | 9% | 0 | -2 | 7% | ? | -13% | -1%[9.22 µM]
COc1ccccc1CNC(=O)CCC(=O)Nc1nnc(C(C)C)s1 | 5% | 1% | -3% | 6 | -4 | -3% | -8% | -187%[0.0737 µM] | ?
CCNC(=O)C1(C)CCCN(C(=O)c2sccc2C)C1 (stereo not given) | 0% | 0% | -1% | 13 | 9 | 22% | ? | . | .
Cc1[nH]n(-c2ccccc2)c(=S)c1C=Nc1cccc([N+](=O)[O-])c1 | ? | 2% | -13% | -7 | -5 | ? | 26% | ? | 15%
CCc1nc(SCc2ccc(OCC(C)C)cc2)n[nH]1 | -14% | 0% | -28% | -20 | 3 | ? | -4% | 0% | 13%
O=C(Nc1nnc([C@@H]2C[C@H](O)[C@@H](CO)O2)s1)c1cccc(Oc2ccccc2)c1 | 4% | 0% | 3% | 12 | -11 | 0% | 3% | . | .
CCCC(=O)Nc1cc(OC)c(OC)cc1C(=O)O | -10% | -2% | 1% | -3 | -1 | 12% | 23% | ? | -4%
O=C(C1CCCO1)N1CCN(S(=O)(=O)c2cc(F)ccc2F)CC1 (stereo not given) | -3% | -2% | -5% | 7 | -5 | -4% | -1% | 10% | -6%
CCc1cccc(Nc2c3c(nc4ncnn24)CCC3)c1 | -5% | -5% | 11% | 86 | 0 | -1% | 18µM* | 1% | 0%
Cc1ccccc1NC(=O)COC(=O)/C=C/c1cn(-c2ccccc2)nc1-c1cccnc1 | -3%[1.53 µM] | 26% | 3% | 10 | 1 | 0% | -23% | 5% | -2%
O=C(Nc1cccnc1)c1ccc(Cl)c(S(=O)(=O)N2CCc3ccccc32)c1 | 10% | -18% | 5% | 0 | -11 | 0% | ? | 10% | -3%
Cc1ccc(N(C)S(=O)(=O)c2cccc(C(=O)Nc3nc4ccccc4[nH]3)c2)cc1 | -3% | ? | -4% | ? | 42* | -27% | 2.3µM* | ? | ?
COC(=O)c1cc2oc(C)cc2n1CC(=O)Nc1ccc(OC)c(OC)c1 | -4% | 8% | . | . | -3 | . | -3% | . | .
Cc1cc(C)cc(NC(=O)N2CCCC2C(=O)Nc2ccc(-n3cnnn3)cc2)c1 (stereo not given) | 0% | -2% | 1% | -3 | -4 | -1% | -7% | -6% | -26%
Cc1nc(C(F)(F)F)ccc1C(=O)Nc1ccc(C(F)(F)F)cn1 | -4% | ? | 15% | -11 | -3 | 13% | -4% | 0% | -7%
O=C1Nc2ccc(S(=O)(=O)N3CCOCC3)c3cccc1c23 | 60%[activator] | -1% | 1% | 42 | 13 | -23% | 6% | -16% | -6%
CC1(C)COCN1S(=O)(=O)c1ccc(C(=O)Nc2nnc(-c3ccc(Cl)s3)o2)cc1 | ? | ? | ? | 61 | 5 | 2.8µM* | -19% | ? | ?
Cc1nn(C)c(C)c1NC(=O)COc1ccc(F)cc1Br | -14% | -15% | 13µM* | 3 | -4 | -11% | -29% | 16% | -7%
O=C(CS(=O)(=O)c1ccccc1)Nc1nc2ccccc2s1 | 0% | -5% | -6% | 50 | -7 | 1% | -18% | -7% | 8%
COc1cc(C2C3=C(CC(C)(C)CC3=O)N(C)C(=O)N2C)cc(OC)c1OC (stereo not given) | 8% | -2% | 26% | 6 | 9 | 7% | ? | ? | -4%
CCOC(=O)c1ccc(N2C(=O)Cc3ccccc3C2=O)cc1 | -16% | 6% | 17% | -11 | 2 | 9% | 18% | 7% | -3%
CC(=O)N1CCc2cc(NC(=O)c3ccc(C)cc3)ccc21 | -10% | -7% | -20% | -8 | 11 | -6% | -4% | 3% | -3%
Cc1ccc(C)c(-c2[nH]ncc2CN2CCCC(CO)(Cc3ccccc3C)C2)c1 (stereo not given) | ? | 8% | ? | -80* | -1 | ? | ? | ? | -1%
O=C(O)c1ccc(Cn2nnc3sc4c(c3c2=O)CCCC4)cc1 | -2% | -2% | -5% | 42 | -2 | -1% | -5% | -11% | -12%
Cc1ccc(Cl)cc1NS(=O)(=O)Cc1ccccc1 | 1% | 1% | -7% | -4 | -15 | -3% | 2% | 2% | -37%[inhibitor]
Cc1ccc(NC(=O)c2cccc(OCc3c(C)noc3C)c2)cc1 | 15% | 3% | -2% | -9 | 0 | -12% | ? | 4% | 7%[9.22 µM]
CCOC(=O)c1c(C)[nH]c(N=Nc2cc(C(=O)O)cc(C(=O)O)c2)c1C | -13% | -15% | 4% | 15 | 3 | 13% | 9% | -6% | -3%
O=C1/C(=C/c2ccccc2)CCCc2ccccc21 | 13% | 12% | 16% | -19 | -3 | 9% | 3% | 3% | 20%
Cc1ccccc1N1C(=O)C(Cl)=C(N2CCCCCC2)C1=O | -8% | 3% | -1% | 10 | 0 | -6% | 0% | 1% | -9%
COc1cccc(CC2(CO)CCCN(Cc3ccccc3-c3ccco3)C2)c1 (stereo not given) | 0% | -3% | ? | 19 | -11 | ? | ? | 0% | 2%
O=C(Cn1cnc2ccc(Cl)cc2c1=O)NC1CCS(=O)(=O)C1 (stereo not given) | 2% | 12% | 14% | -3 | -10 | 11% | 23% | 4% | ?
COC(=O)c1c(NC(=O)C(C)C)sc2c1C(C(=O)OC)CC2 (stereo not given) | -10% | ? | -4% | 6 | -2 | -15% | 13µM* | -3% | -3%
O=C(CN1C(=O)CC(c2ccccc2)Sc2ccccc21)Nc1cccc(Cl)c1 (stereo not given) | -10% | ? | . | . | 3 | . | 21µM* | . | .
CN(Cc1ccccc1)S(=O)(=O)c1cc(Br)cc2c1N(C(=O)C1CC1)CC2 | 5% | -20% | . | . | -1 | . | -24% | . | .
CCN(CC(=O)Nc1ccc(OC)cc1)C(=O)c1ccc(=O)n(Cc2ccccc2)n1 | -17% | 5% | 3% | 15 | 1 | 10% | 18µM* | -3% | 5%

Complete entries, looked up by structure. Values in the order: GLP1R cytotox, KB-3-1 tox, HT1080-NT tox, IL1B secr inh, DRD3 agonist, HT1080 IDH1KD tx, KB-V1 MDR tox, MCF10A rereplic, SW480 rerep
`O=C1/C(=C/c2ccccc2)CCCc2ccccc21` is listed as 13%, 12%, 16%, -19, -3, 9%, 3%, 3%, 20%
`O=C(CN1C(=O)CC(c2ccccc2)Sc2ccccc21)Nc1cccc(Cl)c1` (stereo not given) is listed as -10%, ?, ., ., 3, ., 21µM*, ., .

Screening results as filed in PubChem BioAssay.
